Pol kappa inh = inhibitors of human DNA polymerase kappa. Q9UBT6. purified Pol kappa, fluorescent DNA synthesis assay, 10 min. Potency, µM (doses to about 107 µM), inactives show at the top dose activity, negative = inhibition, usual class: inhibitors. hit rate 0.53% among 400,000. AID 588579; note: % is set by controls: 0 for no effect and ±100 for the full control effect
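10 nM Pol kappa was preincubated with compounds for 15 min at room temperature. Reaction started with 50 nM (final) substrate. Fluorescence read kinetically at 0 and 10 min.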
POLI inh = blocks human DNA polymerase iota activity. hit rate 1% among 390,000. Q9UNA4. AID 588590. Pol iota fluorescent replication assay, 10 min. Potency, µM (highest dose often 115 µM), for inactives: at the top dose activity, negative = inhibition, usual class: inhibitors
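Pol iota at 10 nM preincubated 15 min with compounds at room temperature; reaction started with fluorescent substrate, 50 nM final. Fluorescence read kinetically at 0 and 10 min; buffer-only wells as negative control.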
Apoferritin bind = candidate novel general anesthetic via apoferritin binding. apoferritin/1-aminoanthracene competitive binding, fluorescence. Potency, µM (series often up to 77.5 µM), inactives show at the top dose activity change, negative = displacement, most hits filed as inhibitors. hit rate 0.074% among 350,000. AID 485281; note: % is set by controls: 0 for no effect and ±100 for the full control effect; nearly all actives have a fitted effect of over 20% in size
Target sequence (P02791 2-175 limits assumed): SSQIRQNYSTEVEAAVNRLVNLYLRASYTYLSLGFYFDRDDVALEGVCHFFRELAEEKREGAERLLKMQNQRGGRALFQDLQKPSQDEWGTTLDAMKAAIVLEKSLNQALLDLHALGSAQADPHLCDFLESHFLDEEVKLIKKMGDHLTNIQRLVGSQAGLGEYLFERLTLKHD
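Horse-spleen apoferritin (10 uM) in 50% saturated 1-aminoanthracene in PBS was incubated 10 min at room temperature with compound. Fluorescence (ex 380, em 535 nm) was normalized to free and bound 1-AMA, with concentration-response fitted by a four-parameter Hill equation.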
BLM inh = inhibitors of human Bloom syndrome helicase BLM. P54132. recombinant BLM DNA unwinding, fluorescence dequenching. Potency, µM (top dose mostly 56.1 µM), for inactives: top-dose activity change, negative = inhibition, usual class: inhibitors. hit rate 0.2% among 350,000. AID 2528;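 note: plate controls were vehicle for no effect and no enzyme for full effect; nearly all actives have a fitted effect of over 35% in size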
POLB inh = inhibitors of human DNA polymerase beta; hit rate 1.3% among 340,000; P06746; Pol beta primer extension/strand displacement, fluorescence kinetic; Potency, µM (titrated, usually from 114 µM), inactives show at the highest dose activity change, negative = inhibition, most hits filed as inhibitors; note: % is set by controls: 0 for no effect and ±100 for the full control effect
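Homogeneous kinetic assay of primer extension and strand displacement by 10 nM Pol beta, preincubated 15 min at room temperature with compound before 50 nM substrate (final) was added. Read at 0 and 10 min; four-parameter Hill fit.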
BAZ2B block = inhibitors of human BAZ2B bromodomain | Potency, µM (titrated, usually from 114 µM), for inactives: at the top dose activity change, negative = inhibition, most hits filed as inhibitors | hit rate 4.4% among 360,000 | Q9UIF8 | AlphaScreen BAZ2B-H3K14Ac peptide displacement; note: % is set by controls: 0 for no effect and ±100 for the full control effect; nearly all actives have a fitted effect of over 60% in size
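BAZ2B (50 nM) with biotin-H3(5-23)K14Ac peptide (50 nM) in PBS pH 7.4, 0.01% Tween-20, preformed 30 min, then compound 30 min at room temperature; top concentration 110uM. AlphaScreen streptavidin donor/nickel chelate acceptor beads (10 ug/mL final), 20 min dark, signal read.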
G9a inh = blocks human histone lysine methyltransferase G9a; Q96KQ7; G9a H3K9 monomethylation, AlphaScreen, 2 h; Potency, µM (highest dose often 102 µM), for the others: top-dose activity, negative = inhibition, actives largely listed as inhibitors; hit rate 8.8% among 350,000; note: % is set by controls: 0 for no effect and ±100 for the full control effect; nearly all actives have a fitted effect of over 75% in size
Target sequence (Q96KQ7 913-1193 limits assumed): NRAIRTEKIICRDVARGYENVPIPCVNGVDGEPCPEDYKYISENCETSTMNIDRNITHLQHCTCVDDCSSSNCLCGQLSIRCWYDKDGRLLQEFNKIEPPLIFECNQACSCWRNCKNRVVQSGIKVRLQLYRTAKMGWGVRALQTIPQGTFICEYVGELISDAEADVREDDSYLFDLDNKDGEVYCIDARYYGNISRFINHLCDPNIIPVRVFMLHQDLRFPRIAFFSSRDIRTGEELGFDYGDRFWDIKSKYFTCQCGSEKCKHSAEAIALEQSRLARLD
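Using a bead-based AlphaScreen, monomethylated H3K9 product from 2 h room-temperature reactions (G9a 20 nM, peptide 500 nM, SAM 20 uM) was detected with 0.5 ug/mL rabbit anti-H3K9me1 antibody.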
APEX1 inh = inhibitors of human APE1 endonuclease | AID 2517 | hit rate 0.35% among 350,000 | recombinant APE1, TAMRA/BHQ-2 abasic DNA cleavage fluorescence | Potency, µM (top dose mostly 65.8 µM), for inactives: at the highest dose activity change, negative = inhibition, usual class: inhibitors;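 note: plate controls were vehicle for no effect and reference inhibitor for full effect; nearly all actives have a fitted effect of over 55% in size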
Target sequence (P27695 whole entry, looked up): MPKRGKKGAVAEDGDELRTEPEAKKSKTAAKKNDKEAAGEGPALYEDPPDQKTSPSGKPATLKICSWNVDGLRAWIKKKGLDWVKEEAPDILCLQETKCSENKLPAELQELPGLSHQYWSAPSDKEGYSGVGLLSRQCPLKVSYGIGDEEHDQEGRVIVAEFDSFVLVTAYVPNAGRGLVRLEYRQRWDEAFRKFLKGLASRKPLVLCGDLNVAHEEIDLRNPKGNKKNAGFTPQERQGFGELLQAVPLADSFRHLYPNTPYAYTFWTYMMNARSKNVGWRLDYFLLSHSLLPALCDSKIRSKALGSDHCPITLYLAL
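Quantitative HTS: incision of a TAMRA/BHQ-2 double-stranded substrate bearing a tetrahydrofuran abasic site by 0.75 nM APE1 raises fluorescence. Substrate 50 nM final, added after 15 min compound preincubation at room temperature; progress as third-minus-first kinetic read difference.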
Pol eta inh = inhibitors of human DNA polymerase eta; Q9Y253; recombinant Pol eta, fluorescent DNA replication assay; Potency, µM (top dose mostly 114 µM), inactives show top-dose activity change, negative = inhibition, hits mostly inhibitors; hit rate 1.2% among 390,000; note: % is set by controls: 0 for no effect and ±100 for the full control effect
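Pol eta (10 nM) was preincubated with compounds for 15 min at room temperature, after which fluorescent replication substrate (50 nM final) was added to start the reaction. Fluorescence was read kinetically at 0 and 10 min.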
* = called active by the depositor; ? = inconclusive; / = no result given; & = joins results of further samples; [ ] = remark or other dose. Calls come from the whole dose curve; as a rule, active = well fitted curve in the direction sought with a large enough effect; inconclusive = small, poorly fitted or top-dose-only effect, or another doubt; inactive = no such curve, though single readings can be large; an effect the other way counts as inactive or inconclusive. Potency is the fitted concentration of half-maximal effect.

SMILES | Pol kappa inh | POLI inh | Apoferritin bind | BLM inh | POLB inh | BAZ2B block | G9a inh | APEX1 inh | Pol eta inh
O=C1[C@H]2[C@@H](c3ccc(F)cc3)N3C(=O)N(c4cccc(F)c4)C(=O)[C@@]3(Cc3ccc(Cl)cc3)[C@H]2C(=O)N1C1CCCCC1 | -21.5% | -12.2% | / | / | / | 4.3% | -5.9%[2.33 µM] | -16.7% | -16.1%
CCN1CCCC1CN(Cc1cc2ccc(C)cc2[nH]c1=O)C(=S)Nc1ccccc1C(=O)OC (stereo unspecified) | -6.1% | 33.0%[activator] | -23.4% | -11.9% | 11.4% | -16.6% | ? | -2.8% | -8.1%
Cc1ccc(S(=O)(=O)N2CCN(C(=O)COC(=O)c3oc4ccccc4c3C)CC2)cc1 | -3.2% | -3.5% | / | / | / | 3.0% | ? | 10.0% | -21.0%
COc1ccc(NC(C)=O)cc1S(=O)(=O)NCCc1ccccn1 | 1.6% | -16.2% | / | / | / | 7.4% | 4.8%[12.7 µM] | -23.2% | -1.2%
COc1ccc(OC)c(S(=O)(=O)Nc2c(C)n(C)n(-c3ccccc3)c2=O)c1 | -9.4% | 0.9% | -10.2% | -1.8% | 10.2% | 9.1% | 5.9%[59 µM] | 19.0% | 8.9%
Cc1ccc(S(=O)(=O)N(C)CC(=O)N2CCCc3ccccc32)cc1 | -9.9% | 20.0% | -10.7% | -2.0% | 25.8% | 3.9% | 10.3%[59 µM] | 3.6% | 10.3%
CCN(CC)Cc1c(O)ccc2c([N+](=O)[O-])c(C)n(-c3ccc(OC)cc3)c12 | -4.8% | 0.4% | -1.5% | -12.1% | -12.2% | -34.1% | ? | 10.0% | -8.3%
CCSc1nc2ccccc2c(OCc2cc(C(=O)OC)ccc2OC)c1C(=O)OC | -23.6% | 2.2% | 34.5%[activator] | -12.3% | -5.2% | 2.2% | 16.4%[59 µM] | / | -14.3%
CCOC(=O)c1ccc(NC(=O)CSc2nnnn2C2CCCCC2)cc1 | -7.0% | 9.2% | -9.8% | 0.3% | 0.9% | -3.7% | -1.4%[59 µM] | 2.9% | -7.4%
CCSC1=N/C(=C\c2ccccc2)C(=O)N1 | -7.7% | 44.7%[activator] | -12.0% | 4.2% | 27.2% | 2.8% | -5.8%[59 µM] | 2.4% | -10.6%
CN1CCN(C(=O)C2CCN(S(=O)(=O)c3ccc(F)cc3)CC2)CC1 | 2.5% | 8.0% | -3.7% | -0.8% | 23.8% | 12.3% | 4.3% | -2.3% | -3.0%
COCCNC(=O)NC(=O)COC(=O)C1(c2ccc(Cl)cc2)CC1 | -8.0% | -4.0% | -19.0% | -2.8% | 14.9% | -3.3% | -1.1% | -3.0% | -12.2%
NC(=S)N=Nc1c(O)n(CCCl)c2ccccc12 | -6.2% | 26.5% | -17.9% | -3.5% | 3.4% | ? | -19.0% | ? | -5.4%
O=C(N/N=C/c1ccsc1)c1cc2ccccc2o1 | 15.0% | 13.3% | -7.3% | -9.0% | ? | -27.5% | -1.5% | -37.9% | -9.7%
O=C(N/N=C/c1ccccc1Cl)C1CC1 | -15.0% | -12.2% | -6.1% | -6.4% | 29.3% | -6.6% | 11.6% | 36.8% | 0.1%
Cc1cc(C)cc(N(C(=O)c2csnn2)C(C(=O)NC2CCCCC2)c2ccncc2)c1 (stereo unspecified) | -1.0% | 85.6%[activator] | -10.2% | -1.8% | 12.4% | -18.4% | 13.9% | 52.8%[activator] | -16.4%
Cc1ccc(-c2cnc(-c3ccccc3C(=O)O)o2)cc1 | -21.7% | 82.0%[activator] | -1.8% | -6.6% | -29.1% | -15.7% | 50.1µM* | 67.9%[activator] | -10.6%
COc1cc(/C=C2\C(=N)N3N=C(C(C)C)SC3=NC2=O)ccc1OCCOc1ccc(NC(C)=O)cc1 | -1.6% | -13.2% | -2.4% | -0.4% | -18.2% | -15.1% | ? | 30.2% | -6.2%
Cc1ccc(S(=O)(=O)NCCc2nnc3ccc(SCc4ccccc4C)nn23)cc1 | -3.6% | 9.6% | -13.9% | -1.4% | 27.5% | -7.8% | -27.7%[59 µM] | / | -11.5%
COC(=O)CNc1c(-c2ccccc2)nc2ccc(Br)cn12 | 5.2%&-5.8% | -12.5%&24.2% | -10.7% | -8.2% | -0.6% | 58.1%[activator] | -107.7% | -1.1% | -8.4%

By substructure, the entries above with an aryl thioether with sulfur outside any ring (3)
SMILES | Pol kappa inh | POLI inh | Apoferritin bind | BLM inh | POLB inh | BAZ2B block | G9a inh | APEX1 inh | Pol eta inh
CCSc1nc2ccccc2c(OCc2cc(C(=O)OC)ccc2OC)c1C(=O)OC | -23.6% | 2.2% | 34.5%[activator] | -12.3% | -5.2% | 2.2% | 16.4%[59 µM] | / | -14.3%
CCOC(=O)c1ccc(NC(=O)CSc2nnnn2C2CCCCC2)cc1 | -7.0% | 9.2% | -9.8% | 0.3% | 0.9% | -3.7% | -1.4%[59 µM] | 2.9% | -7.4%
Cc1ccc(S(=O)(=O)NCCc2nnc3ccc(SCc4ccccc4C)nn23)cc1 | -3.6% | 9.6% | -13.9% | -1.4% | 27.5% | -7.8% | -27.7%[59 µM] | / | -11.5%

The listing continues.
SMILES | Pol kappa inh | POLI inh | Apoferritin bind | BLM inh | POLB inh | BAZ2B block | G9a inh | APEX1 inh | Pol eta inh
O=C(Nc1nc2nccc(-c3ccccc3)n2n1)c1ccccc1 | 1.9% | 40.2%[activator] | 5.9% | -10.2% | -19.5% | -4.6% | -22.8% | -10.6% | 6.9%
CC1CCc2c(sc(NC(=O)c3c([N+](=O)[O-])cnn3C)c2C(N)=O)C1 (stereo unspecified) | -1.9% | 17.6% | -11.2% | -0.1% | -9.3% | -5.4% | 2.8% | 37.2%[activator] | -16.0%
O=C1C(Cc2ccccc2)S/C(=N/N=C/c2ccco2)N1c1ccccc1 (stereo unspecified) | -4.0% | -0.4% | -11.4% | -15.3% | -20.1% | ? | / | -9.8% | ?
C=CCn1c(=O)c(C(=O)NCc2ccccc2Cl)c(O)c2ccccc21 | -3.2% | -2.1% | -15.8% | -8.8% | 2.5% | 21.3% | 134.3%[activator] | 3.3% | -22.4%
CC(=O)c1nn(-c2cccc(Br)c2)cc1C(=O)c1ccc(Cl)cc1 | -8.6% | -9.3% | -0.8% | 5.0% | 36.5% | 4.0% | 14.0% | 17.9% | -2.1%
COc1ccc(C2=C/C(=C\c3ccc(OC(C)=O)cc3)C(=O)O2)cc1 | -5.3% | 41.5%[activator] | -5.7% | -1.6% | 22.5% | -8.9% | -13.0%[59 µM] | -1.0% | -2.2%
CCOC(=O)c1c(C(=O)OCC)c(C)n(CCc2ccccc2)c1C | -18.6% | 5.3% | 6.1% | 1.6% | -6.0% | -37.3% | -5.8% | -2.9% | -27.9%
COC(=O)N1CCN(S(=O)(=O)c2ccc(F)cc2)CC1 | -3.8% | -7.7% | -5.0% | 3.8% | 3.7% | -1.6% | -4.4%[59 µM] | 10.8% | -12.6%
CC1CCN(C(=O)c2[nH]cnc2C(=O)Nc2ccc(Cl)cc2)CC1 | -0.7% | 12.3% | / | / | / | ? | -8.1%[0.501 µM] | -7.7% | -8.0%
COc1cccc(N=C2SC(CC(=O)Nc3ccccc3)C(=O)N2Cc2ccccn2)c1 (stereo unspecified) | -3.2% | 52.5%[activator] | -1.6% | -11.2% | 8.9% | / | -41.8% | 1.3% | -27.3%
c1ccc(-c2csc(Nc3cccnc3)n2)nc1 | -5.2% | 8.2% | -2.8% | -0.7% | 9.8% | ? | ? | -3.3% | -4.9%
O=C(CSc1nnc2scc(-c3ccc(Cl)cc3)n12)Nc1ccccc1F | -17.4% | 0.3% | -11.9% | -1.0% | 2.9% | -1.0% | 1.8%[59 µM] | / | /
CCCn1ncc2c(Nc3ccc(C)c(C)c3)ncnc21 | 4.5% | 45.9%[activator] | 1.6% | -3.8% | 98.3% | 1.4% | -21.6% | 15.1% | ?
CN1N=C(C(=O)Nc2ccc3c(c2)CCC3)CCC1=O | 6.7% | -6.3% | -10.6% | 2.3% | 19.1% | -12.9% | -2.6% | -2.8% | -13.9%
CN(CC(=O)NCCc1ccccc1)S(=O)(=O)c1cccc2nsnc12 | -3.6% | 14.3% | 2.2% | -2.7% | 36.6%[activator] | 5.8% | ? | 20.5% | -13.3%
CC1CN(C2=NC(=O)/C(=C3/C(=O)N(Cc4ccc(F)cc4)c4ccccc43)S2)CC(C)O1 (stereo unspecified) | 9.2% | 29.0% | -9.2% | -5.0% | 2.8% | ? | / | -1.0% | -16.3%
Cc1ccccc1CC1(CO)CCCN(C(=O)CCCN2CCCCC2=O)C1 (stereo unspecified) | 10.0% | 55.9%[activator] | -6.4% | -1.2% | 33.5% | 8.6% | / | 2.7% | 0.7%
CC(C)n1c(/C=C/c2ccccc2)nc2ccccc21 | -8.8% | 296.4%[activator] | -1.3% | -2.2% | -23.7% | 66.4%[activator] | 88.2%[activator] | -4.8% | -19.1%
Cc1ccc(NC2=CC(=O)CC(C)(C)C2)cc1F | -93.6% | -7.4% | -2.4% | -6.6% | 0.9% | 9.5% | 22.7% | 6.5% | -17.5%
CC(C)(O)C1CC[C@@](C)([C@@H]2CC[C@]3(C)[C@H]2[C@H](O)CC2[C@@]4(C)CCC(O)C(C)(C)C4C(OC4OC(CO)C(O)C(O)C4O[C@@H]4OCC(O)C(O)C4O)C[C@]23C)O1 (stereo partly specified) | -0.9% | -9.3% | / | / | / | / | / | -14.7% | 12.9%
CNc1cc(C)c(C#N)c2nc3ccccc3n12 | -14.6% | 41.9%[activator] | 343.7%[activator] | 1.1% | 0.9% | -2.7% | 15.6% | 5.7% | -3.2%
Cc1ccccc1-n1nc(C)c2cc(C(=O)NCc3cccnc3)sc21 | -5.5% | 16.0% | -9.9% | -3.4% | -11.9% | 5.9% | 11.1%[12.7 µM] | 17.0% | -13.7%
CCC1=C(OC(=O)N(CC)CC)N2C(=O)OC(=NCc3ccccc3)[C@]2(C)[C@H]2C1=CC[C@H]1C(=O)N(c3ccccc3)C(=O)[C@H]12 | 7.3% | 0.9% | -2.4%&-4.6% | -10.1%&-11.3% | -13.1% | -14.0% | -13.5%[12.7 µM] | -3.9%&0.8% | -10.3%

Screening results as filed in PubChem BioAssay.

Not all compounds are listed; the hit share may differ from the screen's.
